Source: PubChem (Broad Institute)
CD40 NFkB inh: CD40 pathway inhibition in BL2 cells; BL2 NF-kB luciferase reporter, CD40L-induced, 4 h; 83,000 compounds, 0.94% hits; AID 1053188; inhibition, % at 10 µM;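 active means mean inhibition of at least 50% with a set share of replicates also reaching that level; inconclusive means no clear call, values can overlap the other calls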;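 further: 0% = neutral control wells and 100% = IKK inhibitor VII at 50 µM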
Starred values were filed as active, the others as inactive; ? = inconclusive; [ ] = remark or other dose.

CD40 NFkB inh,structure
-3,CC(C)C(NC(=O)CCNC(=O)c1ccccc1Cl)c1nc2ccccc2[nH]1 (stereo not given)
-12,CC(C)c1ccc(NC(=O)C(c2ccc3c(c2)OCO3)N2CCC3(CC2)OCCO3)cc1 (stereo not given)
3,Cc1ccccc1-n1nnnc1SCCCC(=O)c1ccc(F)cc1
7,Cc1ccc(Cn2c(=O)cc(C(=O)O)c3ccccc32)cc1
-6[25 µM],CN(C)C(=O)c1cccc(-c2ccccc2[C@H]2[C@@H](C#N)N(C(=O)C3CC3)[C@@H]2CO)c1
0[25 µM],CN1C[C@@H](O)COC[C@@H]2O[C@@H](CC(=O)NC3CCCC3)CC[C@H]21
4[25 µM],COc1cccc(S(=O)(=O)N2CC[C@@H]3[C@H]2c2cc(C4=CCCCC4)ccc2N(C)[C@H]3CO)c1
-25,CC(OC(=O)Cn1cnc2c1c(=O)n(C)c(=O)n2C)C(=O)c1ccccc1 (stereo not given)
11,CC(=O)c1ccc(C(=O)NC2CCCN(Cc3ccccc3F)C2)cc1 (stereo not given)
8,CC(=O)N1Cc2ccccc2CC1C(=O)O (stereo not given)
-2,C/C=C/c1ccc([C@H]2[C@@H](CO)N(C(=O)CC)[C@H]2CNC(=O)CC2CC2)cc1
-3,CCOc1ccc(N=Cc2ccccc2O)cc1
-4[25 µM],CN1CCc2cc3c(cc2C(=O)Cc2ccc4c(c2C1)OCO4)OCO3
8,O=C(CSc1nc2[nH]ncc2c(=O)[nH]1)Nc1ccc(Cl)c(Cl)c1
1,COc1ccc(NC(=O)COCC(=O)Nc2ccc(C)cc2)cc1
4,CN(C)C(=O)Oc1cccc([N+](C)(C)C)c1
-34,N#Cc1cnn2cc(-c3ncc(C(F)(F)F)cc3Cl)cnc12
17,CC(C)NC(=O)N1[C@@H](C#N)[C@H](c2ccc(C#CC3CCCCC3)cc2)[C@@H]1CO
5,CC1CCCC(C)N1C(=O)COC(=O)C12CC3CC(CC(Cl)(C3)C1)C2 (stereo not given)
6,CCOc1cnc(C(=O)NNC(=O)C(Br)C(C)C)o1 (stereo not given)
-6[25 µM],CC[C@H]1C/C=C\C[C@H](c2ccccc2)NC(=O)CCC(=O)N1
-3,C[C@@H]1CN([C@@H](C)CO)C(=O)c2c(c3ccccc3n2C)-c2ccccc2CO[C@H]1CN(C)Cc1ccc(O)cc1
0,COC(=O)c1sccc1NC(=O)c1csc(C)c1
-7[25 µM],CCC(=O)N1[C@@H](CO)[C@@H](c2ccccc2)[C@@H]1CN(C(C)C)S(C)(=O)=O
5[25 µM],CN(C)C(=O)c1ccc(-c2ccc3c(c2)[C@@H]2[C@@H](CCN2S(=O)(=O)c2cn(C)cn2)[C@@H](CO)N3)cc1
6,COC(=O)C1CCN(C(=O)COC(=O)c2ccc(N3CCCC3=O)cc2)CC1
12,O=C1c2ccncc2C(=O)N1c1cccc(Cl)c1
9,C=C(C)c1cccc(C(C)(C)NC(=O)NCC2CCCO2)c1 (stereo not given)
-6,N#C[C@H]1[C@@H](c2ccc(C#Cc3cccc(F)c3)cc2)[C@H](CO)N1C(=O)C1CCCC1
12,CC(C)NC(=O)c1nn(C)c2ccccc12

Additional entries follow.
CD40 NFkB inh,structure
2,O=S(=O)(CCN1CCN(c2ccccn2)CC1)c1ccc(F)cc1
-5,COc1ccc(/C=N/NC(=O)C2C3CCCCC32)cc1OC (stereo not given)
5,Cc1cc(C(N)=O)c2ccccc2n1
4[25 µM],O=C(C[C@@H]1C[C@@H]2c3cc(NS(=O)(=O)c4ccc(F)cc4)ccc3O[C@@H]2[C@@H](CO)O1)NCc1cccnc1
8,CC(=NNS(=O)(=O)c1ccc([N+](=O)[O-])cc1)c1ccc(C)cc1
4,CC(Sc1n[nH]c(=O)n1Cc1ccccc1)C(=O)NCC1CCCO1 (stereo not given)
3,Nc1cccc2c(=O)[nH][nH]c(=O)c12
-5,O=C(Cc1cn2ccsc2n1)NCCc1ccc(F)cc1
3[25 µM],O=C(Nc1ccccc1)[C@@H]1[C@@H](CO)[C@@H]2Cn3c(cccc3=O)[C@H]1N2Cc1ccncc1
-33,CCc1ccc(OCC(=O)NCCN(C)C)c(Br)c1
19[25 µM],O=C(C[C@H]1C[C@@H]2c3cc(NC(=O)Nc4ccccc4F)ccc3O[C@@H]2[C@@H](CO)O1)NCCc1ccccc1
4,CC(C)c1ccc(CNC(=O)C2(C)CCCN2C)cc1 (stereo not given)
10,Cc1c(C(=O)N2CCOCC2)[nH]c2c1C(=O)CC(c1ccc(Cl)cc1)C2 (stereo not given)
5,Cc1nnc(SCC(=O)N(C)CC(=O)Nc2ccccc2Cl)s1
4,CC1(C)Cc2nc3scc(NC(=O)c4ccccc4)c3cc2CO1
8,CCOC(=O)C1(C)CCCN(C(=O)c2cc(F)ccc2C)C1 (stereo not given)
0,CC(C)CCCC(C)NS(=O)(=O)Cc1ccccc1 (stereo not given)
12,[O-][n+]1c2ccc3nonc3c2nn1-c1ccccc1Cl
-48[25 µM],N#C/C(=C\c1ccc(O)c(O)c1)C(=O)Nc1ccccc1
-19,O=C(NCCc1ccccc1)C1CCN(S(=O)(=O)N2CCCCC2)CC1
8,CC(=O)c1c(C)[nH]c(C(=O)COC(=O)COc2ccccc2)c1C
4[25 µM],CCC(=O)N1CCCCN2[C@H](CO)[C@H](c3ccc(-c4cccc(C(=O)N(C)C)c4)cc3)[C@@H]2C1
-80,O=C(Nc1cccnc1Cl)c1noc2c1CCc1ccccc1-2
4,COc1cc2cc(-c3ccc(O)cc3O)nc(C)c2cc1OC
-14,O=C(Cc1cccc2ccccc12)NC1CCCCCC1
2,CC(=O)N(C)C[C@H]1Oc2c(NS(C)(=O)=O)cccc2C(=O)N(C)C[C@H]1C
12,CC1CCCCC1NC(=O)NC(=O)COC(=O)c1ccc(OC(F)F)cc1 (stereo not given)
7,O=C(COC(=O)CNC(=O)c1ccc(Br)cc1)Nc1nnc(-c2ccccc2)o1
-4,O=C(Cc1ccccc1)Nc1cccc(NC(=O)c2cccs2)c1
0[25 µM],C[C@@H]1CN([C@H](C)CO)C(=O)c2c(c3ccccc3n2C)-c2ccccc2CO[C@@H]1CN(C)C

The list goes on:
CD40 NFkB inh,structure
3,CO[C@H](CN(C)S(=O)(=O)c1cccc(Cl)c1)[C@@H](C)CN([C@H](C)CO)S(=O)(=O)c1ccc(Cl)cc1
1,CCS(=O)(=O)N1CCC(C(=O)NCc2ccc3c(c2)OCO3)CC1
-32,O=C1CN(c2nc(-c3cccs3)nc3sc4c(c23)CCCC4)CCN1
-3[25 µM],OC[C@H]1O[C@@H](n2cnc3c(N[C@H]4CCC[C@@H]4O)ncnc32)[C@H](O)[C@@H]1O
-2[25 µM],CCCN1[C@H](CO)[C@H](c2ccc(C#CC(C)C)cc2)[C@@H]1CN(C)S(C)(=O)=O
5,CSc1nsc(SC)c1C(=O)NC(=O)Nc1cccnc1
-5,CC(C)[C@H](C)NC(=O)N(C)C[C@@H]1OCc2ccccc2-c2ccccc2C(=O)N([C@H](C)CO)C[C@H]1C
8,CC(C(=O)O)N1CCCCC1 (stereo not given)
4[25 µM],O=C(C1CC1)N1C[C@@H]2[C@H](c3ccccc31)[C@@H](CO)N2C(=O)c1ccccc1
-12,CS(=O)(=O)c1ccc(-c2nnc(NC(=O)C3=COCCO3)o2)cc1
4,O=C1CN(S(=O)(=O)c2cccc(Cl)c2Cl)CCN1
10,Cc1noc(C)c1COC(=O)CN(C)S(=O)(=O)c1ccc(Cl)cc1
37*,CCN1C(=O)C(CC(=O)Nc2ccc(F)cc2)N(Cc2ccco2)C1=S (stereo not given)
-1,N#Cc1c(Cl)nsc1NCCN1CCOCC1
7,CC(=O)NC(CC(=O)Nc1ccc(S(=O)(=O)Nc2nccs2)cc1)c1ccccc1 (stereo not given)
-13,Cc1ccc(SCc2ccc(C(=O)NCc3cccnc3)cc2)cc1
?,CC(=O)Nc1ccc(S(=O)(=O)c2ccc(N)cc2)cc1
4,CC(=O)c1ccc2c(c1)CCN2
-55,Cc1ccc(OC(=O)COc2ccccc2)c(-n2nc3ccccc3n2)c1
-7[25 µM],C[C@H]1CN([C@@H](C)CO)C(=O)c2cc(-c3ccncc3)cnc2O[C@H]1CN(C)C(=O)CN1CCOCC1
-34,CC(C)(C)NC(=O)Cn1nnc(-c2cccs2)n1
-7,COc1ccc(CCNc2ncnc3c2[nH]c2cc(OC)c(OC)cc23)cc1OC
4,CC[C@H](C)[C@H](NC(N)=O)C(=O)NCCc1ccc(OC)c(OC)c1
-28,COc1cccc(NC(=O)CN(C)C(=O)c2ccc(-c3cccc(C(F)(F)F)c3)o2)c1
14,CCCC(=O)c1ccc2c(c1)OCCO2
-8,O=C(O)C1CCCCC1C(=O)NCCc1ccc(F)cc1 (stereo not given)
-1,Cc1oc(C(C)(C)C)cc1C(=O)N1CCCC1C(=O)O (stereo not given)
-1,CC1(C)Cc2ccccc2C(=NC(Cc2ccccc2)C(=O)O)N1 (stereo not given)
16,COC(=O)c1cc2oc3ccccc3c2n1CC(=O)Nc1ccccc1OC
14,O=C(c1ccc2nccnc2c1)N1CCN(Cc2ccc3c(c2)OCO3)CC1

For convenience, 14 of the compounds above:
CD40 NFkB inh,structure
3,CO[C@H](CN(C)S(=O)(=O)c1cccc(Cl)c1)[C@@H](C)CN([C@H](C)CO)S(=O)(=O)c1ccc(Cl)cc1
1,CCS(=O)(=O)N1CCC(C(=O)NCc2ccc3c(c2)OCO3)CC1
-32,O=C1CN(c2nc(-c3cccs3)nc3sc4c(c23)CCCC4)CCN1
-3[25 µM],OC[C@H]1O[C@@H](n2cnc3c(N[C@H]4CCC[C@@H]4O)ncnc32)[C@H](O)[C@@H]1O
-2[25 µM],CCCN1[C@H](CO)[C@H](c2ccc(C#CC(C)C)cc2)[C@@H]1CN(C)S(C)(=O)=O
5,CSc1nsc(SC)c1C(=O)NC(=O)Nc1cccnc1
-5,CC(C)[C@H](C)NC(=O)N(C)C[C@@H]1OCc2ccccc2-c2ccccc2C(=O)N([C@H](C)CO)C[C@H]1C
8,CC(C(=O)O)N1CCCCC1 (stereo not given)
4[25 µM],O=C(C1CC1)N1C[C@@H]2[C@H](c3ccccc31)[C@@H](CO)N2C(=O)c1ccccc1
-12,CS(=O)(=O)c1ccc(-c2nnc(NC(=O)C3=COCCO3)o2)cc1
4,O=C1CN(S(=O)(=O)c2cccc(Cl)c2Cl)CCN1
10,Cc1noc(C)c1COC(=O)CN(C)S(=O)(=O)c1ccc(Cl)cc1
37*,CCN1C(=O)C(CC(=O)Nc2ccc(F)cc2)N(Cc2ccco2)C1=S (stereo not given)
-1,N#Cc1c(Cl)nsc1NCCN1CCOCC1

Further entries:
CD40 NFkB inh,structure
7,CC(=O)N1CN(C2CCS(=O)(=O)C2)Cc2c1sc1c2CCCC1 (stereo not given)
6[25 µM],Cc1cccc(-c2ccc(C3[C@@H]4CNC[C@H]3N4)cc2)c1 (stereo not given in full)
6,NC(=O)C1(N2CCCC2)CCN(Cc2ccccc2)CC1
-75,N#Cc1nc(/C=C/c2ccccc2)oc1NCCCN1CCOCC1
-1,C[C@@H]1CN(C)C(=O)c2ccccc2O[C@@H]1CN(C)S(C)(=O)=O
-4,C[C@@H]1CN([C@H](C)CO)C(=O)c2ccccc2-c2ccccc2CO[C@@H]1CN(C)C(=O)CCN(C)C
2,CCCNC(=O)N1C[C@H]2[C@@H](c3ccccc31)[C@@H](CO)N2C(=O)Nc1ccc(F)cc1
-10,O=C(Nc1ccc(N2CCN(C(=O)c3ccco3)CC2)cc1)c1ccccc1
2,CN1C(=O)c2cc(NC(=O)C3CCCC3)ccc2OC[C@H]2O[C@H](CC(=O)NCCc3ccncc3)CC[C@H]21
5,CN(C1CCCCC1)S(=O)(=O)c1cc2c3c(c1)CCN3C(=O)CC2
8,O=C(CSc1nnc(-c2c[nH]c3ccccc23)o1)NCC1CCCO1 (stereo not given)
-11[25 µM],CC(=O)N1[C@@H]2c3ccc(-c4cccnc4)c(=O)n3C[C@@H]2[C@@H](CO)[C@@H]1C(=O)NCc1ccccc1Cl
-2,COc1ccc(OC(=O)N(C)C[C@@H]2OCc3ccccc3-c3ccccc3C(=O)N([C@@H](C)CO)C[C@H]2C)cc1
13,Cc1ccc(S(=O)(=O)N2CCC(C(=O)OC(C)C(=O)N3CCOCC3)CC2)cc1 (stereo not given)
1[25 µM],COCC(=O)N1C[C@@H]2[C@H](c3ccccc31)[C@@H](CO)N2Cc1cc(F)ccc1F
47,CSc1ncccc1C(=O)OCC(=O)c1cc(C)n(CC2CCCO2)c1C (stereo not given)
-3[25 µM],CCC(=O)N1CC[C@@H]2[C@H]1c1cc(C#Cc3cccc(F)c3)ccc1N(C)[C@H]2CO
-4,CC(C)=C(NC(=O)c1ccccc1)C(=O)Nc1cccc(C(=O)O)c1
15,CCCNC(=O)c1[nH]c(C)c(C(=O)OCC)c1C
-10,CCOC(=O)C1CCN(CC(O)COc2ccc(S(=O)(=O)N3CCCC3)cc2[N+](=O)[O-])CC1 (stereo not given)
4,O=C(COc1ccccc1)N1CCN(c2ncnc3c2cnn3-c2ccccc2)CC1
6,c1ccc2c(Cn3ccnc3)c[nH]c2c1
-1,O=C(c1cc2ccccc2o1)N1CCN(C/C=C/c2ccccc2)CC1
-1[25 µM],C[C@@H]1CCCCO[C@H](CN(C)S(=O)(=O)c2cn(C)cn2)[C@@H](C)CN([C@@H](C)CO)C(=O)c2cc(NC(=O)Nc3cccc4ccccc34)ccc2O1
-41,COc1cccc(-c2ccc3c(c2)[C@H]2[C@H](CCN2C(=O)C2CC2)[C@H](CO)N3)c1
9,C[C@H](C(=O)O)c1n[nH]c(=O)c2ccccc12
0,COc1cccc(C(C)N(C)Cc2nc(COc3ccccc3)no2)c1 (stereo not given)
1[25 µM],C[C@@H]1CN([C@H](C)CO)C(=O)CCCn2nncc2CO[C@H]1CN(C)C(=O)Nc1cccc(Oc2ccccn2)c1
7,OCCC1CN(Cc2cccc3nonc23)CCN1C1CCCCC1 (stereo not given)
-1,COc1ccc(CN2C(=O)c3cccc4cccc(c34)C2=O)cc1

The list is partial; the hit share may differ from the screen's.
